Screening data deposited in PubChem BioAssay by National Center for Advancing Translational Sciences (NCATS).
Nrf2 ARE act = Nrf2 pathway activation | actives 0.31% (n = 410,000) | AID 624171 | AREc32 ARE-luciferase reporter (MCF7-derived line), luminescence, 24 h | Potency, µM (highest dose often 46.1 µM), inactives show at the highest dose activation, usual class: activators; also: potency is read from the fitted curve at half-maximal effect; % of control where 0% means no effect; nearly all actives have a fitted effect of over 65% in size
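Each well held 1000 AREc32 cells, which were incubated with compound for 24 hr at 37 deg C after overnight attachment, and ARE reporter activity was quantified by firefly luciferase luminescence.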
ATXN2 expr inh = reduces ATXN2 reporter expression in HEK-293 cells. AID 1745845. HEK-293 ATXN2-luciferase reporter, luminescence, 24 h. actives 0.72% (n = 360,000). Potency, µM (doses to about 57 µM), inactives show at the top dose activity change, negative = inhibition, most hits filed as inhibitors; also: potency is read from the fitted curve at half-maximal effect; % is scaled to controls: 0 for no effect and ±100 for the full control effect; nearly all actives have a fitted effect of over 55% in size
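ATXN2-luciferase reporter cells (luciferase flanked by upstream and downstream ATXN2 gene portions) were treated 24 h at 37 °C with compounds at up to 57 uM. SteadyGlo luminescence gave expression; GF-AFC fluorescence gave viability.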
IL-1B inflam inh = blocks inflammasome-driven IL-1 beta release | THP-1 LPS/ATP IL-1B secretion, AlphaLISA, 16 h; active compounds read low | activity change, % at 57.5 µM | actives 4.7% (n = 360,000); in the data active = activity change below about -50%; inconclusive = mostly about -30% to -49%; also: % is scaled to controls: 0 for no effect and ±100 for the full control effect
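THP-1 cells pretreated 1 hr with compounds (up to 57.5 uM final), then stimulated with LPS (250 ng/mL final) plus ATP (1.25 mM final); secreted IL-1B measured by AlphaLISA after 16 hr, decreased signal indicating inhibition.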
MCF10A rerep = DNA re-replication induction in MCF 10a cells. MCF 10A DNA re-replication, Hoechst nuclear intensity, 48 h. Potency, µM (doses to about 46.1 µM), without a hit: at the highest dose activity, positive = re-replication, hits mostly activators. actives 2.9% (n = 350,000); also: potency is read from the fitted curve at half-maximal effect; % of control where 0% means no effect; nearly all actives have a fitted effect of over 50% in size
A549 tox = kills or reduces viability of A549 cells in Nrf2 counter-screen | Potency, µM (series often up to 46 µM), without a hit: top-dose activity change, negative = cytotoxicity, most hits filed as inhibitors | AID 504648 | actives 0.16% (n = 390,000) | A549 ARE-Fluc cells, CellTiter-Fluor viability, 18-24 h; also: potency is read from the fitted curve at half-maximal effect; % is scaled to controls: 0 for no effect and ±100 for the full control effect
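A549 ARE-Fluc cells in 5% FBS OPTI-MEM, 5000 cells/well, rested 2 h then exposed to compounds in concentration-response for 18-24 h at 37 °C. Viability by CellTiter-Fluor fluorescence (Ex 405/Em 525) after 30 min; luciferase luminescence (BugLite, 15 min, RT) read afterwards.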
Nrf2 block = inhibitors of Nrf2 signaling; A549 ARE-Fluc reporter, luciferase luminescence, 18-24 h; Potency, µM (titrated, usually from 46 µM), for inactives: top-dose activity change, negative = inhibition, actives largely listed as inhibitors; actives 2.1% (n = 360,000); AID 504444; also: potency is read from the fitted curve at half-maximal effect; % is scaled to controls: 0 for no effect and ±100 for the full control effect; nearly all actives have a fitted effect of over 60% in size
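In this cell-based qHTS, ARE-driven firefly luciferase in A549 cells reports Nrf2 activity; the luminescent signal after BugLite lysis is the measured value, with a prior CellTiter-Fluor read for cell health.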
TGFb SMAD3 inh = inhibitors of TGF-b signaling; HepG2 CAGA-GFP TGF-b/SMAD3 reporter, GFP fluorescence, 18 h; TGF-beta stimulated, 500 pg/mL final; actives 1.2% (n = 410,000); Potency, µM (top dose mostly 46.1 µM), inactives show at the top dose activity, negative = inhibition, most hits filed as inhibitors; AID 588855; also: potency is read from the fitted curve at half-maximal effect; % is scaled to controls: 0 for no effect and ±100 for the full control effect; nearly all actives have a fitted effect of over 65% in size
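GFP signal (ex488/em500-530) from TGF-beta-stimulated HEPG2 CAGA-GFP cells, 500 pg/mL final, 18 h at 37 degrees C in DMEM plus 1% FBS, normalized to unstimulated and DMSO-stimulated controls.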
HepG2 viability = HepG2 cytotoxicity, counter-screen for TGF-b inhibitors. HepG2 CAGA-GFP viability, ATP luminescence, 18 h. Potency, µM (highest dose often 46.1 µM), without a hit: at the highest dose activity change, negative = cytotoxicity, most hits filed as cytotoxic. actives 0.76% (n = 410,000). AID 588856; also: potency is read from the fitted curve at half-maximal effect; some results filed as inactive show a strong effect at the top dose
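CellTiter-Glo luminescence gave cytotoxicity after 18 hours at 37 degrees C. The cells were HepG2 CAGA-GFP in 1% FBS DMEM, stimulated with 500 pg/mL TGF-beta after compound addition. %Activity was normalised to no-cell wells (complete cell-killing) and DMSO (no toxicity), and curves were fitted and classified.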
S2 tox = cell viability loss in ATXN counter-screen; AID 651635; S2 cells (HEK-293 line with an ATXN2-luciferase reporter) viability, CellTiter-Fluor protease fluorescence, 24 h; Potency, µM (doses to about 56.7 µM), usual class: cytotoxic; actives 0.49% (n = 400,000); also: potency is read from the fitted curve at half-maximal effect; nearly all actives have a fitted effect of over 40% in size
* marks the source's active call; other numbers are inactive results; i = inactive; u = inconclusive; x = no result given; & = joins results of further samples; [ ] = another dose, or the depositor's remark. Unless noted, calls follow the shape of the dose curve; as a rule, active = well fitted curve in the direction sought with a large enough effect; inconclusive = small, poorly fitted or top-dose-only effect, or another doubt; inactive = no such curve, though single readings can be large; an effect the other way counts as inactive or inconclusive.

Second line of a record – A549 tox, ATXN2 expr inh, MCF10A rerep, S2 tox, Nrf2 block, TGFb SMAD3 inh, HepG2 viability, Nrf2 ARE act, IL-1B inflam inh
1	N#Cc1ccc(Nc2nc(-c3ccc(O)cc3O)cs2)cc1C(F)(F)F
→ -3%, 25µM*, u, 22µM*, u, u, -110%, -2.9%, -101*
2	Cc1cccc(C)c1NC(=O)CCSCCc1ccccn1
→ 0%, -3%, x, i, x, 1%, 1%, 0.3%, x
3	Cc1nnc(C)n1-c1ccc(C(=O)Nc2cccc(Br)c2)cc1
→ 11%, -18%, x, i, x, 8%, 7%, 8.3%, x
4	COc1nccnc1NS(=O)(=O)c1ccc(N=Cc2c(C)[nH]n(-c3ccccc3)c2=O)cc1
→ 0%, -11%, 12%, i, 12%, -2%, 4%, -0.2%, 9
5	COC(=O)c1ccc2nc(-c3ccc(OC)c(OC)c3)c(Cc3ccccc3OC)n2c1
→ x, -8%, x, u, x, u, -26%, 24%, 31
6	CC(C)(C)NC(=O)c1ccc2c(c1)C(=O)N(C1CCCCC1)C2=O
→ -6%, 3%, 8%, i, 25%, 3%, -23%, 2.1%, -16
7	NC(=O)CC(c1ccccc1)c1ccc2c(c1)OCO2 (stereo not given)
→ -3%, 2%, 2%, i, 5%, -11%, 12%, 0.1%, -5
8	CCc1nnc(NC(=O)c2ccc(S(=O)(=O)N3CCOCC3)cc2)s1
→ 0%, 0%, 3%, i, -5%, -7%, 1%, -0.3%, 18
9	CCCOC(=O)c1cccc(NC(=O)c2c(-c3ccccc3Cl)noc2C)c1
→ -7%, x, x, x, x, -32%, -22%, 0.0%, x
10	COc1ccc(C(=O)O)nc1C
→ -2%, x, 0%, u, 0%, 15%, 15%, -0.2%, -1
11	Cc1ccccc1S(=O)(=O)N1[C@@H](c2ccccc2)C(C(=O)O)=CC[C@H]1c1ccc(Cl)cc1
→ -14%, -2%, -17%, i, -19%, u, -12%, 0.2%, 13
12	Cc1ccccc1NC(=O)c1ccccc1NC(=O)c1cccs1
→ 0%, 5%, -24%, i, 0%, 1%, -5%, 0.3%, 5
13	CCCNC(=O)NS(=O)(=O)c1cnccc1Sc1ccc(Cl)c(Cl)c1
→ -6%, -29%, 1%, i, x, 9%, -5%, 0.0%, 12
14	COc1ccccc1C(=O)Nc1nc(-c2ccc3c(c2)OCCO3)cs1
→ -4%, -37%, u, i, 23µM*, -8%, -31%, 4.8%, 30
15	O=C(/C=C/c1ccco1)N1CCN(S(=O)(=O)/C=C/c2ccccc2)CC1
→ 2%, -1%, 11%, i, -3%, -5%, -24%, 10%, -8
16	O=S(=O)(c1ccc(C(F)(F)F)cc1)N1CCN(c2nc(-c3ccccc3)nc3ccccc23)CC1
→ 2%, x, x, x, 0%, 2%, -1%, x, x
17	COc1ccc(OC)c(NC(=O)C2(C)CCN2C(=O)CC2CC2)c1 (stereo not given)
→ x, 8%, x, i, x, -2%, -10%, -0.2%, 21
18	COc1ccc(/C=C(/C#N)c2nc(-c3ccc(-c4ccccc4)cc3)cs2)cc1OC
→ 1%, 0%, x, i, 1%, 32%[activator], 1%, -0.7%, x
19	Cc1ccc(/C=N/N2CCN(C3c4ccccc4-c4ccccc43)CC2)o1
→ 3%, x, 7%, i, 8%, u, -50%, 0.5%, -13
20	COc1cc(C(=O)NC2CCCc3ccccc32)cc(OC)c1C (stereo not given)
→ -1%, -9%, 1%, i, -12%, -10%, 9%, -0.5%, 44

3 entries out of the list above, sorted by the number in Nrf2 ARE act, rising:
nr	molecule	Nrf2 block	Nrf2 ARE act	IL-1B inflam inh
11	Cc1ccccc1S(=O)(=O)N1[C@@H](c2ccccc2)C(C(=O)O)=CC[C@H]1c1ccc(Cl)cc1	-19%	0.2%	13
2	Cc1cccc(C)c1NC(=O)CCSCCc1ccccn1	x	0.3%	x
19	Cc1ccc(/C=N/N2CCN(C3c4ccccc4-c4ccccc43)CC2)o1	8%	0.5%	-13

(continued)
Second line of a record – A549 tox, ATXN2 expr inh, MCF10A rerep, S2 tox, Nrf2 block, TGFb SMAD3 inh, HepG2 viability, Nrf2 ARE act, IL-1B inflam inh
21	CCOC(=O)c1c(N)n[nH]c1-c1ccccc1
→ -2%, -2%, 1%, i, 4%, 2%, 1%, 0.2%, -5
22	S=C(NCCN(C1CCCCC1)C1CCCC1)Nc1cccc(Cl)c1
→ u, u, u, u, u, u, -81%, 7.4%, x
23	COc1cc2c(cc1OC)C(C)N(C(=O)c1cc(Cl)nc(Cl)c1)CC2 (stereo not given)
→ -14%, -13%, 9.2µM*, i, 2%, 3%, -5%, -0.6%, 85
24	COc1cc(C(=S)N2CCCC2)ccc1OCc1ccccc1
→ 2%, 23%, 8%, i, 8%, -6%, -2%, 0.2%, -3
25	CC(=O)N1c2ccc(S(=O)(=O)NCc3ccccc3Cl)cc2CC1C (stereo not given)
→ -1%&11%, 8%&-7%, 0%, i, u, u, 4%&-6%, -0.2%&1.8%, 19
26	CCOC(=O)C(C)(C)Sc1nc2c(cnn2-c2ccc(C)cc2)c(=O)[nH]1
→ -28%, -4%, -13%, i, u, -13%, -20%, 0.2%, 66
27	Cc1cc(NC(=O)CSc2nc(-c3ccccc3)c(C#N)c(=O)[nH]2)no1
→ -2%, 4%, -7%, i, x, 22%, 12%, 0.0%, 12
28	O=C1CS/C(=C/C(=O)c2ccccc2)N1
→ -7%, 10%, 4%, i, 18%, 1%, -21%, 2.1%, -3
29	Cc1[nH]c(C)c2c(=O)n(-c3ccccc3)ncc12
→ 0%, 17%, 15%, i, 7%, 9%, -4%, 3.0%, -28
30	C=CCN(CC=C)CCOc1ccc2ccccc2c1
→ 2%, -7%, 7%, i, 14%, 12%, 6%, -0.1%, -4
31	C=CCOC(=O)C1=C(C)Nc2[nH]c(=O)[nH]c(=O)c2C1c1ccccc1 (stereo not given)
→ 6%, x, 2%, i, 0%, 10%, -10%, 0.5%, 14
32	O=[N+]([O-])/C(C(Cl)=C(Cl)Cl)=C(/Sc1ccccc1)N1CCCCC1
→ -7%, -13%, u, i, -11%, -33%, 2%, u, -89*
33	Cc1nccn1CCC(=O)O
→ 0%, 13%, -1%, i, x, -12%, 6%, 0.0%, 0
34	O=[N+]([O-])c1ccc(C=NN2CCNC2=S)o1
→ x, x, x, u, x, u, -66%, 6.5%, 65
35	Cc1ccc2nc3c(cc2c1)c(NS(=O)(=O)c1ccccc1)nn3CC(C)C
→ 10%, -3%, -4%, i, 8%, 14%, 9%, -0.9%, 7
36	Cc1cc(C)nc(N/N=C/c2ccccc2OCc2ccc(Br)cc2)n1
→ -12%, 7%, u, i, -1%, 10%, -9%, 0.3%, 11
37	CCN(CC)C(=O)CSc1nc2ccccc2c(=O)n1-c1cccc(OC)c1
→ -21%, -4%, 3%, u, u, -5%, -21%, -0.2%, u
38	O=C(OCc1nc2ccsc2c(=O)[nH]1)c1ccco1
→ -3%, -15%, 6%, i, -1%, 3%, -10%, 4.6%, -9
39	O=C(NCc1ccco1)c1cc2n(n1)C(C(F)(F)F)CC(c1ccc(Cl)c(Cl)c1)N2 (stereo not given)
→ -22%, -10%, 13%, i, -22%, u, -29%, -0.3%, 3
40	CCOC(=O)Cc1nnc(Nc2ccc(C(=O)NC)cc2)c2ccccc12
→ 1%, 2%, 3%, i, -4%, 0%, -53%, -0.5%, 7
41	C/C(CC(=O)Nc1ccccn1)=N\NC(=O)c1cnccn1
→ -3%, x, 0%, i, -15%, -4%, 3%, 12%, 35
42	O=[N+]([O-])c1ccccc1CNCCCCCO
→ -4%, 5%, 1%, i, 2%, 0%, 3%, -0.2%, 31
43	Cc1nc(C(=O)Nc2ccccc2Cl)cc2c1[nH]c1ccccc12
→ -5%, -21%, -1%, i, -18%, -3%, 7%, 0.5%, -2
44	CCS(=O)(=O)Nc1ccc(NC(C)=O)cc1
→ -12%, 3%, 10%, i, 21%, -3%, -1%, -0.9%, 33
45	O=C(COC(=O)c1ccc(Cl)cc1[N+](=O)[O-])NCc1ccco1
→ 4%, 0%, -2%, i, 2%, 6%, -26%, 8.7%, 2
46	Cn1c(-c2ccc(Cl)cc2)cnc1NCc1cc2c(cc1[N+](=O)[O-])OCO2
→ -9%, -9%, 8%, u, -7%, -6%, -4%, -0.1%, -82*
47	COc1ccc(CC(=O)OCC(=O)Nc2ccc3c(c2)OCCO3)cc1OC
→ -11%, 0%, -68%[inhibitor], u, -2%, 7%, 7%, 0.3%, -6
48	Cc1ccccc1OCC(=O)Nc1ccc(N2CCOCC2)cc1N1CCOCC1
→ -3%, -2%, 2%, i, u, 5%, -7%, 0.0%, -2
49	O=C(O)c1ccc(N2C(=O)CC(N3CCN(c4cccc(C(F)(F)F)c4)CC3)C2=O)cc1 (stereo not given)
→ 0%, 3%, 1%, i, -3%, 8%, -1%, -0.7%, 32
50	CCCc1cc(=O)[nH]c(SCC(=O)Nc2ccc(C(=O)Nc3ccccc3OC)cc2)n1
→ -3%, -5%, 0%, u, -29%, 4%, -1%, 2.3%, 15

Arranged by length of the SMILES (highest first): 3 of the compounds above
Second line of a record – A549 tox, ATXN2 expr inh, MCF10A rerep, S2 tox, Nrf2 block, TGFb SMAD3 inh, HepG2 viability, Nrf2 ARE act, IL-1B inflam inh
49	O=C(O)c1ccc(N2C(=O)CC(N3CCN(c4cccc(C(F)(F)F)c4)CC3)C2=O)cc1 (stereo not given)
→ 0%, 3%, 1%, i, -3%, 8%, -1%, -0.7%, 32
48	Cc1ccccc1OCC(=O)Nc1ccc(N2CCOCC2)cc1N1CCOCC1
→ -3%, -2%, 2%, i, u, 5%, -7%, 0.0%, -2
43	Cc1nc(C(=O)Nc2ccccc2Cl)cc2c1[nH]c1ccccc12
→ -5%, -21%, -1%, i, -18%, -3%, 7%, 0.5%, -2
